AmpC inh detg: qHTS Inhibitors of AmpC Beta-Lactamase (assay with detergent); 370,000 tested, 0.041% active; AID 485294, 2010; Potency, µM (top dose mostly 114 µM), without a hit: at the highest dose activity change, negative = inhibition, most hits filed as inhibitors; AmpC hydrolysis of nitrocefin, absorbance 480 nm, 0.01% Triton;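 further: potency means the concentration at half of the fitted maximal effect; 0% = no-compound wells and -100% = no-enzyme wells; nearly all actives have a fitted effect of over 25% in size; some results filed as inactive show a strong effect at the top dose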
Target sequence (P00811 whole entry, looked up): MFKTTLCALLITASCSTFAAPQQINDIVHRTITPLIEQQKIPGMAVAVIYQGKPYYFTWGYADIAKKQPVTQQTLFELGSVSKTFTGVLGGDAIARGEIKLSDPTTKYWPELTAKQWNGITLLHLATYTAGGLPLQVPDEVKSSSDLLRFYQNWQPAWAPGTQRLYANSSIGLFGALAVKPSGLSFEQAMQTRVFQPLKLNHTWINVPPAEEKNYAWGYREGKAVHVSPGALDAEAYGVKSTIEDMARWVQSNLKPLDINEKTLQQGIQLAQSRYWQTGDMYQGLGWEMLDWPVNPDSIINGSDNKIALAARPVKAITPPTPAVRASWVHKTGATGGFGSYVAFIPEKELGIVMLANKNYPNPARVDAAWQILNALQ
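AmpC (5.3 nM in the dispensed reagent) in 20 mM phosphate pH 7.0 with 0.01% (detergent screen) or 0.0001% Triton X-100 was preincubated with compounds for 15 min at room temperature. Nitrocefin was then added from an 800 uM solution, and hydrolysis was followed at 480 nm.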
AMA1 RON2 block: qHTS for Inhibitors of AMA1-RON; Towards Development of Antimalarial Drug Lead: Primary Screen; Plasmodium falciparum AMA1 (3D7) - RON2 peptide interaction; AlphaScreen AMA1-biotinylated RON2 peptide binding; Potency, µM (top dose mostly 58.2 µM), for the others: top-dose activity change, negative = inhibition, hits mostly inhibitors; 360,000 tested, 0.2% active; AID 720542, 2013;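 further: potency means the concentration at half of the fitted maximal effect; 0% = vehicle wells and -100% = peptide control; nearly all actives have a fitted effect of over 45% in size; some results filed as inactive show a strong effect at the top dose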
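AMA1 (3D7) with his tag at 25 nM final met compounds first, then biotinylated RON2 peptide at 25 nM; detection used donor plus acceptor beads, 10 µg/mL apiece, read by AlphaScreen after 30 min at room temperature.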
HCMV inh: qHTS Assay for inhibitors of the human cytomegalovirus (HCMV); HFF cells, HCMV-luciferase reporter, 72 h; active compounds read low; activity change, negative = inhibition, % at 57.5 µM; 410,000 tested, 4.5% active; AID 1259415, 2018; in the data active means activity change below about -60%; inconclusive means no clear call, values can overlap the other calls; inactive means above about -39%; further: on the % scale 0 is the no-effect control and ±100 the full control effect
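Screen run at 2 compound doses on HFFs infected with reporter HCMV, MOI 1 PFU/cell. Luciferase activity from cell lysates at 72 h post infection gave inhibition relative to buffer-only and Salinomycin wells.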
FBPA Giardia inh: qHTS Assay for Inhibitors of Fructose-1,6-bisphosphate Aldolase from Giardia Lamblia; AID 2451, 2010; 290,000 tested, 0.71% active; A8B2U2; purified Giardia FBPA; Potency, µM (doses to about 59.6 µM), for inactives: at the top dose activity, negative = inhibition, actives largely listed as inhibitors; further: potency means the concentration at half of the fitted maximal effect; on the % scale 0 is the no-effect control and ±100 the full control effect; nearly all actives have a fitted effect of over 55% in size
Target sequence (A8B2U2 whole entry, looked up): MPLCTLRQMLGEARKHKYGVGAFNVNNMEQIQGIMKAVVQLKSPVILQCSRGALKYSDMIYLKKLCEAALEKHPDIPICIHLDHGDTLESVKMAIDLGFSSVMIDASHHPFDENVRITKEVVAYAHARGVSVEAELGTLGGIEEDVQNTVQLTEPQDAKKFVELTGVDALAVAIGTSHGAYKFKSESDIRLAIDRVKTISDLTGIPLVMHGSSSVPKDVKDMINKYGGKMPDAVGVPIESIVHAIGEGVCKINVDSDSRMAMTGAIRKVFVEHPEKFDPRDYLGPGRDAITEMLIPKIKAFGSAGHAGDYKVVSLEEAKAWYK
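Giardia FBPA (40 nM reagent) was preincubated 10 min at RT with compound (up to 57.5 uM final), then substrate plus GAPDH/TPI/NAD/arsenate coupling system with diaphorase/resazurin was added; resorufin fluorescence (525/598 nm) was read after 20 min.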
CHX counter: Cycloheximide Counterscreen for Small Molecule Inhibitors of Shiga Toxin | cell reporter, cycloheximide protein synthesis inhibition counterscreen | max response, % | 300,000 tested, 12% active; in the data active means max response mostly above about 13%, no sharp cut-off; inactive means mostly below about 14%; further: read at 38.3 µM for the half of the compounds with a filed dose; 0% is about no effect
AmpC no deterg: qHTS Inhibitors of AmpC Beta-Lactamase (assay without detergent) | AID 485341, 2010 | AmpC nitrocefin hydrolysis, absorbance 480 nm, 0.0001% Triton | P00811 | Potency, µM (series often up to 57.1 µM), for inactives: at the highest dose activity change, negative = inhibition, usual class: inhibitors | 330,000 tested, 0.52% active;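 further: potency means the concentration at half of the fitted maximal effect; plate controls were no compound for no effect and no enzyme for full effect; nearly all actives have a fitted effect of over 20% in size; some results filed as inactive show a strong effect at the top dose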
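20 mM phosphate pH 7.0 + 0.01% (detergent screen) or 0.0001% Triton X-100; 5.3 nM AmpC reagent; cpd preinc 15 min RT; nitrocefin (800 uM stock) to start; A480 q20 s × 4 min; Activity was normalised to no-enzyme and no-compound control wells.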
Shiga toxin inh: A qHTS for Small Molecule Inhibitors of Shiga Toxin; inhibition, % at 38.7 µM; AID 2315, 2010; Vero cells, Shiga toxin protein synthesis inhibition reporter; 290,000 tested, 9.2% active; in the data active means inhibition mostly above about 28%, no sharp cut-off; inactive means mostly below about 43%; further: 0% is about no effect
* marks the source's active call; other numbers are inactive results; ? = inconclusive; · = not tested or not shown; [ ] = dose if it differs, or a comment. Unless noted, the call rests on the fitted dose curve; in most records, active means well fitted curve in the direction sought with a large enough effect; inconclusive means small, poorly fitted or top-dose-only effect, or another doubt; inactive means no such curve, though single readings can be large; an effect the other way counts as inactive or inconclusive. Compounds as they come; any-hit rate near 16%.

Codes – A = AmpC inh detg; B = AMA1 RON2 block; C = HCMV inh; D = FBPA Giardia inh; E = CHX counter; F = AmpC no deterg; G = Shiga toxin inh
CC(CCc1ccccc1)NC(=O)CN1CCc2ccccc2C1 (stereo not given)
  A = 5%	B = -21%	C = -25	D = 2%	E = -1	F = 93%[activator]	G = -11
COc1ccc(C2C(C(C)=O)=C(O)C(=O)N2CCc2ccccc2)c(OC)c1 (stereo not given)
  A = -2%	B = -1%	C = -39	D = 4%	E = -7	F = -54%	G = -24
COc1ccc(/C=C(\NC(=O)c2cccs2)C(=O)Nc2cccc3ccccc23)cc1OC
  A = -8%	B = -14%	C = -11	D = -2%	E = -5	F = 165%[activator]	G = 1
CC(C(=O)NC(C)(C)C)N(C(=O)CS(=O)CC(=O)Nc1ccc(F)cc1)C1CCCC1 (stereo not given)
  A = -9%	B = 11%	C = 12	D = 18%	E = -8	F = 82%[activator]	G = -2
Cc1cc(NS(=O)(=O)c2ccc(NC(=O)CCCOc3ccc(Cl)cc3)cc2)no1
  A = -1%	B = -3%	C = -12	D = -4%	E = -1	F = -39%	G = -13
CSc1nc(SCC(=O)O)c2c3c(sc2n1)COC(C)(C)C3
  A = 8%	B = -2%	C = 0	D = ?	E = 1	F = -7%	G = -2
O=C(O)CC/C(=C\c1ccc(N2CCOCC2)c([N+](=O)[O-])c1)c1nc2ccccc2s1
  A = 2%	B = -26%	C = -13	D = -1%	E = 11*	F = 90%[activator]	G = 21
CCOC(=O)c1sc(=S)sc1SCc1cccc(C(F)(F)F)c1
  A = 2%	B = -7%	C = 2	D = -1%	E = -2	F = -17%	G = 29
Fc1cccc2sc(Nc3nc4cc5c(cc4s3)OCO5)nc12
  A = 0%	B = 32%[activator][11.6 µM]	C = 21	D = 20%	E = 70*	F = -14%	G = 116*
COc1ccc(NC(=O)CCCC(=O)OCC(=O)c2cccc(OC)c2)cc1
  A = 1%	B = 27%	C = -23	D = ·	E = 8	F = 12%	G = 3
CCOc1ccc(S(=O)(=O)NC2CCCC2)cc1C
  A = ?	B = -6%	C = 29	D = 3%	E = 1	F = -21%	G = -9
Cn1c(-c2ccc(F)cc2)cnc1NCc1ccc(F)cc1
  A = 1%	B = -3%	C = 21	D = ·	E = 6	F = 2%	G = 28
CC(C)c1cc(C(=O)N2CCCC(C(=O)c3ccc4ccccc4c3)C2)on1 (stereo not given)
  A = 6%	B = -6%	C = -27	D = -8%	E = 8	F = 40%	G = 3
COc1ccccc1Cc1noc(C(C)(C)NC(=O)c2ccccc2)n1
  A = ?	B = -5%	C = -7	D = 2%	E = -8	F = -6%	G = -16
CC(C)Oc1cccc(C(=O)Nc2ncn[nH]2)c1
  A = ?	B = 46%[activator]	C = -2	D = -17%	E = 7	F = -9%	G = 12
COc1ccccc1N(C)S(=O)(=O)c1ccc(Cl)c(C(=O)NC2=NCCS2)c1
  A = -16%	B = 50%[activator]	C = ?	D = 0%	E = 2	F = -13%	G = 14
O=C(O)c1ccc(-n2c(O)c(C=C3N=c4ccccc4=N3)sc2=S)cc1
  A = 1%	B = 62%[activator]	C = -35	D = -26%	E = 0	F = -33%	G = 2
O=C(Cc1ccc(Cl)cc1)c1ccc(O)cc1
  A = 2%	B = 0%	C = 47	D = 9%	E = 48*	F = -36%	G = 110*
O=C(c1ccc(Cl)c(S(=O)(=O)N2CCOCC2)c1)N1CCN(Cc2ccccc2)CC1
  A = 0%	B = 6%	C = ?	D = 2%	E = -3	F = 158%[activator]	G = -1
COc1cc(CCC(=O)Nc2nnc(-c3cccnc3)s2)cc(OC)c1OC
  A = 10%	B = 11%	C = 31	D = 3%	E = 7	F = -7%	G = 3
O=C(Nc1cccc(C(=O)Nc2ccc(F)cc2F)c1)c1ccccc1
  A = -18%	B = 4%	C = -4	D = -8%	E = 11	F = -12%	G = 11
CC1(C)CC(=O)C2=C(C1)c1c(ccc3ncccc13)NC2c1cccs1 (stereo not given)
  A = -8%	B = 12%[2.32 µM]	C = -38	D = 7%	E = 3	F = -19%	G = -10
CCC(C)(C)NC(=O)C1CCN(c2nc(OC)nc(OC)n2)CC1
  A = -1%	B = -12%	C = -3	D = 2%	E = -5	F = -14%	G = -7
COc1ccc(NC(=O)c2[nH]c(C)c(C(C)=O)c2C)cc1S(=O)(=O)N1CCOCC1
  A = 0%	B = 28%	C = 161	D = -5%	E = -3	F = -21%	G = -2
CCN(CC)C(=O)COc1ccc2c3c(c(=O)oc2c1C)CCCC3
  A = 0%	B = 1%	C = -32	D = 0%	E = -3	F = 33%	G = 22
Cc1nc2ccccc2cc1C(=O)N/N=C/c1cccs1
  A = 1%	B = -14%	C = -4	D = 2%	E = -3	F = -20%	G = -8
CCOC(=O)C1=C(COC(=O)COc2ccccc2C=O)NC(=O)NC1C (stereo not given)
  A = ·	B = 24%	C = 27	D = ·	E = ·	F = -4%	G = ·
Cc1ccccc1NC(=O)CSc1nc2ccccc2o1
  A = -2%	B = -6%	C = 88	D = -3%	E = 23*	F = -15%	G = 63*
CCOC(=O)c1ccc(-c2c(-c3ccccc3OC)oc3ccccc23)cc1F
  A = 0%	B = 39%[activator]	C = -1	D = ·	E = ·	F = -7%	G = ·
CC(=NCC1CCNCC1)C1=C(O)CC(C)(C)CC1=O
  A = 0%	B = -5%	C = -21	D = 4%	E = 1	F = -9%	G = -3
NS(=O)(=O)c1ccc(Nc2ccc([N+](=O)[O-])c3nonc23)cc1
  A = 5%	B = -11%	C = -30	D = ?	E = -5	F = -11%	G = 14
CC(NC(=O)CSc1ccccc1C(=O)O)C1CC2CCC1C2 (stereo not given)
  A = -14%	B = -8%	C = -36	D = 17%	E = -1	F = -13%	G = -3
COc1cccc(/C=C2\SC(=S)N(CCC(=O)NCCc3ccc(O)cc3)C2=O)c1
  A = 0%	B = -8%	C = -100*	D = -8%	E = 9	F = -49%	G = 16
O=C(Cn1nc(Cc2ccncc2)c2ccccc2c1=O)N1CCc2ccccc2C1
  A = ?	B = -14%	C = 19	D = ?	E = -3	F = 90%[activator]	G = -4
O=C(Cc1ccc([N+](=O)[O-])cc1)NNC(=O)c1cccs1
  A = 4%	B = 47%[activator]	C = -8	D = -1%	E = -3	F = -8%	G = -2
O=C(CSc1nnc(-c2ccc(F)cc2)c2ccccc12)Nc1ccccc1Cl
  A = -12%	B = -3%	C = 16	D = 13%	E = 4	F = -34%	G = 18
COc1ccccc1/C=C(/C#N)C(=O)O
  A = -9%	B = 1%	C = -29	D = 18%	E = 6	F = -7%	G = -5
Cc1c(C(=O)N(C)c2ccc(Cl)cc2)cnn1-c1ccccc1
  A = ?	B = 0%	C = 57	D = 10%	E = 50*	F = 39%	G = ·
CC(C)NC(=O)CSc1nnc(COc2ccccc2Cl)o1
  A = ?	B = 7%	C = -4	D = 12%	E = 8	F = -7%	G = -19
CC(Oc1cccc(Cl)c1)C(=O)N1CCCN(C)CC1 (stereo not given)
  A = -10%	B = 6%	C = -9	D = ·	E = 2	F = 4%	G = 8
COCCN(C(=O)COC(=O)c1cc(C)oc1C)c1c(N)n(Cc2ccccc2)c(=O)[nH]c1=O
  A = -12%	B = -3%	C = -3	D = ·	E = ·	F = -14%	G = ·
O=C(Cn1ncc2ccccc21)N1CCN(c2cccc(C(F)(F)F)c2)CC1
  A = -6%	B = -6%	C = -17	D = 1%	E = -4	F = -8%	G = 5
CCc1nc2nc(C)c(NS(=O)(=O)c3cccs3)c(=O)n2[nH]1
  A = ?	B = -6%	C = 8	D = ?	E = 9	F = 0%	G = -3
O=C(CC(c1ccccc1)(c1ccccc1)c1ccccc1)N[C@@H](Cc1ccccc1)C(=O)O
  A = 7%	B = -1%	C = -33	D = 0%	E = -3	F = 14%	G = -6
Cc1cc(C)cc(N(C(C)C(=O)N2CCOCC2)S(C)(=O)=O)c1 (stereo not given)
  A = 7%	B = -3%	C = -13	D = 1%	E = 1	F = -4%	G = 24
O=C(N/N=C\c1ccccn1)C1c2ccccc2Oc2ccccc21
  A = -5%	B = 87%[activator]	C = -37	D = -28%	E = -1	F = -25%	G = -12
O=C(Cn1cncn1)c1ccccc1Br
  A = 3%	B = 0%	C = -24	D = 8%	E = -2	F = -19%	G = 19
Cc1ccsc1-c1nc(C(N)=O)c2[nH]c(=O)n(-c3ccc(Cl)cc3)c2n1
  A = -18%	B = 46%[activator]	C = 26	D = 1%	E = -2	F = -42%	G = -21
CCOC(=O)c1ccc(NC(=O)C2CCN(C(=O)c3ccc(OC)c(OC)c3)CC2)cc1
  A = 0%	B = 0%	C = -17	D = 2%	E = -1	F = 60%	G = -9
CC(C)c1ccc(/C=N/n2c(-c3ccccc3)n[nH]c2=S)cc1
  A = -21%	B = 91%[activator]	C = -66*	D = 11%	E = -3	F = -45%	G = ·

Next results follow.
Codes – A = AmpC inh detg; B = AMA1 RON2 block; C = HCMV inh; D = FBPA Giardia inh; E = CHX counter; F = AmpC no deterg; G = Shiga toxin inh
NC(=O)CSc1nnc(Cn2c(=O)sc3ccccc32)n1-c1ccccc1
  A = -3%	B = 6%	C = -13	D = 4%	E = -2	F = -14%	G = -5
Cc1ccc(C2CC(=O)NC(SCC(=O)Nc3nccs3)=C2C#N)cc1 (stereo not given)
  A = -13%	B = 10%	C = -7	D = 3%	E = 7	F = -36%	G = -3
COc1ccc(-c2cc(C#N)nc(N3CCN(C)CC3)n2)cc1
  A = 19%	B = -22%	C = -24	D = 1%	E = 5	F = 16%	G = -5
O=C(O)c1cccc(Nc2c([N+](=O)[O-])c(=O)oc3ccccc23)c1
  A = 0%	B = 2%	C = -38	D = ?	E = 73*	F = -1%	G = 125*
O=[N+]([O-])c1ccc(/C=N/Nc2ccccn2)cc1
  A = ?	B = 8%	C = 2	D = -5%	E = 20*	F = -9%	G = 60*
Cc1cccc(C)c1NC(=O)c1cccn(Cc2ccc3c(c2)OC(F)(F)O3)c1=O
  A = -5%	B = -11%	C = 9	D = 8%	E = 1	F = 35%	G = -9

In the list so far, two contain a furan ring, fused or not:
Codes – A = AmpC inh detg; B = AMA1 RON2 block; C = HCMV inh; D = FBPA Giardia inh; E = CHX counter; F = AmpC no deterg; G = Shiga toxin inh
CCOC(=O)c1ccc(-c2c(-c3ccccc3OC)oc3ccccc23)cc1F
  A = 0%	B = 39%[activator]	C = -1	D = ·	E = ·	F = -7%	G = ·
COCCN(C(=O)COC(=O)c1cc(C)oc1C)c1c(N)n(Cc2ccccc2)c(=O)[nH]c1=O
  A = -12%	B = -3%	C = -3	D = ·	E = ·	F = -14%	G = ·

Assay outcomes as filed in PubChem BioAssay.
